Bioassay records from PubChem BioAssay.
Mdm2 ligase inh = Mdm2 E3 ligase (human) inhibition; Q00987; 210,000 tested, 0.11% active; cell-based MDM2 ubiquitination luciferase reporter, 2 h; 0 = plate control, 100 = twice control, blank-subtracted; signal enhancement, % at 5 µM;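 active = signal enhancement of 30% or more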;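 note: luminescence tracks abundance of the self-degrading MDM2-luciferase fusion protein; higher signal means inhibition of MDM2 E3 ligase activity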
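Material: stable MDM2–luciferase fusion reporter cells / Quantity: 2000 cells/well / Dosing: single 5 µM compound dose, 0.2% final DMSO / Buffer or medium: DMEM / Schedule: 4 h cell settling then 2 h compound exposure, 37 °C / Detection: luminescence with SteadyLite reagent, 15 min at room temperature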
Cl transport mod = modulates chloride dependent transport by human KCC2; Q9H2X9; KCC2 cells, thallium flux FluoZin-2 fluorescence; B-score of Tl+ flux slope (higher = more flux/activation; lower = inhibition) at 10 µM; 190,000 tested, 2.2% active; AID 1456;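 active = thallium flux slope and its plate-corrected score both differing from the plate sample mean at a set confidence after two filtering rounds, in either direction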;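 note: slope of fluorescence scaled to starting intensity during 10 to 20 s after thallium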
PERK inh = inhibitors of human PERK kinase; CHO PERK-DD fusion, SEAP luminescence translation reporter; inhibition, % at 5.6 µM; 220,000 tested, 0.17% active; AID 1416;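 active = inhibition above the mean inhibition of all tested compounds plus 3 SD, set separately per screening campaign, cut at about 2.9% in these data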;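 note: PERK kinase domain activated by AP20187 dimerizer at 100 nM; 0% = DMSO with dimerizer and 100% = rapamycin at 8.4 µM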
m-calpain inh = inhibitors of pig calpain II | purified calpain II, fluorogenic peptide substrate, 30 min | inhibition, % at 16 µM | 220,000 tested, 0.37% active;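 active = inhibition above about 50%, limit read from the data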
TNF necrop inh = inhibitors of TNF-alpha induced necroptosis in Jurkat FADD-/- cells | Jurkat FADD-/- TNF necroptosis rescue, ATP luminescence, 24 h; 0 = TNF only, 100 = no-TNF cells | 220,000 tested, 0.068% active | activation (protection from cell death), % at 10 µM | AID 463075;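 active = activation, meaning protection from cell death, of at least 50% relative to plate controls; inactive = activation below 50%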;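 note: necroptosis triggered by 40 ng/mL TNF-alpha added together with compound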
eIF4E 4G PPI = inhibitors of eIF4E and eIF4G interaction in translation initiation. inhibition, % at 21.7 µM. 220,000 tested, 0.37% active. AID 782. TR-FRET eIF4E-eIF4GI(517-606) binding, 2 h. P63073+Q04637;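 active = inhibition above about 30%, limit read from the data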;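 note: 0% = full FRET control wells and 100% = background wells lacking eIF4GI fragment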
Target sequence (P63073 whole entry, looked up, the tested form may be a part): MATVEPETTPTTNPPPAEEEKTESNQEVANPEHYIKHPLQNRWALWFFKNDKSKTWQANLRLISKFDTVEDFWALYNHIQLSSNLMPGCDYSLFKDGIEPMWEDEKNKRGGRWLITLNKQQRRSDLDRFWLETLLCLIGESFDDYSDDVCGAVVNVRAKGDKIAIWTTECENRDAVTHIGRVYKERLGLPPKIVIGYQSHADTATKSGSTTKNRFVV
Target sequence (Q04637 whole entry, looked up, the tested form may be a part): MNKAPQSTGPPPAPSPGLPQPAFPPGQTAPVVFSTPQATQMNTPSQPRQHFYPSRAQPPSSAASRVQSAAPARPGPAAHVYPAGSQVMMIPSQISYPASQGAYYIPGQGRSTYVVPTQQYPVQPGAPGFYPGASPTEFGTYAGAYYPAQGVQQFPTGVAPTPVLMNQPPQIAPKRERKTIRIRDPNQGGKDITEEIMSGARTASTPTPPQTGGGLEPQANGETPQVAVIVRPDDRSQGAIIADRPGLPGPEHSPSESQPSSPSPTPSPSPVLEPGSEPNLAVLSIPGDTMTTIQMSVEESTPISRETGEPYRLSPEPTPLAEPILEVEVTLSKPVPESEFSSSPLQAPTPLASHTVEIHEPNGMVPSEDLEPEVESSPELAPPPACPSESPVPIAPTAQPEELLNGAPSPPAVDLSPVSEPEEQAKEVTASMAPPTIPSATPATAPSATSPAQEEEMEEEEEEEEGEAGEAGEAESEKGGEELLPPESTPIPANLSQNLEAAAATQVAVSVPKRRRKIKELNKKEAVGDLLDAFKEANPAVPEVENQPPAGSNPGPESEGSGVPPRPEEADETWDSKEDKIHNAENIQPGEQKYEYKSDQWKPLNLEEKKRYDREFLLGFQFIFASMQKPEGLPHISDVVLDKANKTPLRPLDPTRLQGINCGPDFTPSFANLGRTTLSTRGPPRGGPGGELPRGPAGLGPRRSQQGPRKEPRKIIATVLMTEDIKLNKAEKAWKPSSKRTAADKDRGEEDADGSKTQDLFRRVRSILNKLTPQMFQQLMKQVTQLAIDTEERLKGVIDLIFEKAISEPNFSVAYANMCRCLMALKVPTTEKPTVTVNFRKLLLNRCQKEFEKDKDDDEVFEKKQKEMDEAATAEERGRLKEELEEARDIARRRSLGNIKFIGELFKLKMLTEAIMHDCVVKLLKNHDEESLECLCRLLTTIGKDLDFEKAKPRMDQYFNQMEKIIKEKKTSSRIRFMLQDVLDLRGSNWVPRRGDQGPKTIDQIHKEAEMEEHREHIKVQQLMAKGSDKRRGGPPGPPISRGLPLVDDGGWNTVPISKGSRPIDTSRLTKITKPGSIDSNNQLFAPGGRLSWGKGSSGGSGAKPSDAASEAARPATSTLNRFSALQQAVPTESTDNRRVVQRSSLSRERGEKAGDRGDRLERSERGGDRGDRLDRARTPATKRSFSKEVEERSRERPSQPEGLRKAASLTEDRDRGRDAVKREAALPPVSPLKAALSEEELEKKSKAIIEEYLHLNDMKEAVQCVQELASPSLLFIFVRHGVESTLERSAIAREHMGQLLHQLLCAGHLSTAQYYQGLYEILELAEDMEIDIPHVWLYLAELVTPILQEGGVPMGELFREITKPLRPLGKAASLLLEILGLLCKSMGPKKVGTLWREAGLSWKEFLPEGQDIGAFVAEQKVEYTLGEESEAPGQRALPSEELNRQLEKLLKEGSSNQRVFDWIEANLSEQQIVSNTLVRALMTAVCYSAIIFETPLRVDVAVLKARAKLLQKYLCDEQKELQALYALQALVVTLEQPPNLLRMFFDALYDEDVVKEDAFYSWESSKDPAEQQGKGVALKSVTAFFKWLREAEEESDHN
zVAD death inh = L929 zVAD cell death inhibition. L929 zVAD necroptosis rescue, ATP luminescence, 24 h; with zVAD 60 µM. viability rescue, % at 10 µM. 220,000 tested, 0.38% active. AID 1377;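 active = activation, scaled between plate controls, above about 75%, limit read from the data; inactive = activation under that limit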;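 note: 0% = zVAD with DMSO and 100% = DMSO alone without zVAD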
EBV gp42 block = inhibitors of Epstein-Barr virus glycoprotein 42; Fluorescence polarization binding assay, mP read-out; 220,000 tested, 0.42% active; inhibition, % (tested at 21.74 µM); in the data active = inhibition above about 50%
Rad51 HR inh = Rad51 (human) homologous recombination inhibition; hRad51 DNA strand exchange, fluorescence dequenching; inhibition, % at 10 µM; 200,000 tested, 0.085% active; AID 1385;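 active = inhibition above 40% at the single screening dose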;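 note: 0% = DMSO control wells and 100% = blanks with heterologous ssDNA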
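Test system: preformed human Rad51 ssDNA filaments. Compound dosing: single dose, 10 µM final compound. Incubation: filaments 15 min 37 °C, then compound 30 min. Technique: FRET fluorescence dequenching, excitation 485 nm, emission 520 nm. Read-out basis: percent inhibition from fluorescence, normalised to plate control and blank means. Benchmarks: plate controls and plate blanks.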
* marks the source's active call; other numbers are inactive results; i = inactive; nt = not tested or not shown; [ ] = remark or other dose.

SMILES	Mdm2 ligase inh	Cl transport mod	PERK inh	m-calpain inh	TNF necrop inh	eIF4E 4G PPI	zVAD death inh	EBV gp42 block	Rad51 HR inh
C=CCNC(=S)NNC(=O)CCC(O)CCCCC (stereo unspecified)	-11	0.031	-0.2	18	-1.5	8	-0.1	7	12
COc1ccc(/C=N/NC(=O)Cc2cc(OC)c(OC)cc2[N+](=O)[O-])cc1	-8	-0.1	1.1	1	2.1	7	1.7	-8	7
COc1ccc(C=NCC2COc3ccccc3O2)cc1OC (stereo unspecified)	-13	0.43	-0.3	-14	-7.0	2	0.2	-8	-1
COc1ccc(N2C3=C(C(=O)CC(C)(C)C3)C(c3cnn(C)c3)C3=C2CC(C)(C)CC3=O)cc1	-2	0.42	0.8	-312	-0.5	2	-1.2	-8	1
Cc1noc(C)c1CSc1nnc2scc(-c3ccccc3)n12	-7	-0.16	-0.8	-6	-1.4	-1[fluorescence artefact?]	-0.2	-10	-2
CC(=O)N1CCN(c2ccc(NC(=S)NC(=O)/C=C/c3ccccc3)cc2)CC1	4	-0.47	1.0	13	2.1	-3[fluorescence artefact?]	0.4	-23	6
Cc1ccc(F)cc1NC(=O)N1CCN(c2ccnc3cc(Cl)ccc23)CC1	-2	-2.6	-2.2	-9	1.7	17	0.5	-10	20
Cc1cc(C)n(CCNC(=O)c2cc(COc3ccc(F)cc3Cl)on2)n1	-30	nt	0.8	-11	0.6	-3	0.3	6	nt
Cc1ccc(-c2nn[nH]n2)cc1	-1	1	0.1	6	-0.5	-1	1.2	-7	0
c1ccc(-c2csc(N3CCSCC3)n2)cc1	4	0.071	0.8	4	1.4	2	2.3	-1	5
CCOCCCn1c(=NC(C)=O)c(C#N)cc2c(=O)n3cccc(C)c3nc21	-12	-0.63	-1.1	-319	-1.7	4	-0.3	24	-13
O=C(CN(Cc1ccco1)C(=O)CNS(=O)(=O)c1ccc(Cl)cc1)NC1CCCCC1	13	0.91	0.2	-2	-2.7	0	-0.1	-9	-1
COC(=O)c1ccc(OC(=O)c2ccc(OC)cc2)c(OC)c1	-14	-0.21	-0.5	19	-0.3	2	3.0	20	12
S=C(NCc1ccccc1)N1CCN(c2cccc(Cl)c2)CC1	-3	0.83	-0.5	19	1.5	3	4.0	-2	3
Cc1ccccc1N=Nc1c(C)[nH]n(C(N)=S)c1=O	-1	11*	0.9	23	-0.6	-4	0.4	-3	2
COC(=O)C1CCN(c2ccc(Cl)nn2)CC1	-26	0.0031	-0.1	19	-1.3	3	-3.7	-2	-5
Cc1cccc2cncc(OCc3nnc(SC(F)F)n3C)c12	-9	-0.033	0.2	-48	-0.5	-4	0.7	-5	6
COc1ccc(C(=O)Nc2ccc(NC(=O)c3cccs3)cc2)cc1[N+](=O)[O-]	-1	0.16	0.4	-14	2.1	5	1.8	-2	1
O=C(c1ccc(Cl)cc1)N(Cc1cccs1)C1CCS(=O)(=O)C1 (stereo unspecified)	-21	nt	0.4	-9	-1.5	1[fluorescence artefact?]	-0.1	-13	9
Cc1cc(C)c2nc(-c3cccnc3)cc(C(=O)NC(C)c3cnn(C)c3C)c2c1 (stereo unspecified)	-24	-0.29	1.1	-400	-1.0	-6	-0.6	2	-1
O=c1cc(CCl)[nH]c2nc3ccccc3n12	-6	nt	0.2	-29	0.9	4	1.1	-12	-2
CN(Cc1ccccc1)C(=O)COc1ccc(N(C)S(=O)(=O)c2ccc(F)cc2)cc1	-24	-1.6	-0.6	28	1.6	2	1.0	-10	21
CCN(C(=O)Cn1c(=O)n2nc(CCn3nc(C)cc3C)nc2c2ccccc21)c1cccc(C)c1	-17	nt	-1.1	-7	0.6	4	-0.6	-10	-9
COC(=O)[C@@H]1C[C@@]2(O)[C@H](O)[C@H](O)[C@H](O)C[C@H]2N1Cc1ccc(C(F)(F)F)cc1	6	0.77	nt	13	0.4	1	-0.4	-19	11
CCN1CCN(C(=S)NCCOC)CC1	nt	0.11	0.7	5	-0.1	4	-0.4	-9	nt
C=CCn1c(COc2ccc(CC)cc2)nnc1SC/C(O)=C(\C#N)c1nc2ccccc2[nH]1	0	nt	0.3	-138	3.2	4	-0.6	-16	-14
O=C(COC(=O)c1ccc(S(=O)(=O)NCc2ccco2)cc1)Nc1ncc(Cl)cc1Cl	-5	0.91	0.8	3	1.7	13	1.5	-11	-10
CCOC(=O)CNC(=O)Cn1c(C)cc2ccccc2c1=O	3	-0.23	0.1	0	0.0	1	0.4	-19	2
Cc1cc(Sc2nnc(/N=C/N(C)C)s2)c2ccccc2n1	-21	-3	0.4	8	-21	0	8.3	-13	27
C/C(N)=C(/C#N)C(=O)COC(=O)COc1ccc(Cl)cc1	4	0.78	-0.2	40	-0.9	-5	-0.2	-32	1
Cc1ccc(-c2noc(CCC(=O)NCCCN3CCN(c4ccc(F)cc4)CC3)n2)cc1	-8	1.7	-1.1	-39	-4.7	-9	-0.3	-8	1
CCOc1ccc(N(CC(=O)NC2CCCC2)C(=O)CCC(=O)Nc2ccccn2)cc1	-2	-0.18	-0.6	-15	-3.6	5	-0.7	-3	nt
Nc1ccccc1SCC(=O)Nc1nccs1	-8	0.48	-0.3	4	0.4	5	0.2	-16	nt
c1ccc(OCCSc2nnnn2-c2ccccc2)cc1	-13	-3.8*	1.1	17	-2.0	0	-0.1	-13	8
CCOc1cc(/C=N/n2c(C)nc3sc(C)c(C)c3c2=O)ccc1O	-11	0.72	1.1	-3	0.0	1	-0.7	-21	nt
O=C(CSc1nnnn1-c1ccccc1Cl)Nc1ccc2c(c1)OCCO2	-20	1	0.4	14	-0.9	5	2.4	-21	0
COCCNC(=O)c1c(CSc2ccccc2)noc1C(=O)NCc1ccccc1	-4	0.11	nt	0	0.4	-2	-0.1	-5	-7
C[C@]12C[C@H](O)[C@H]3[C@@H](CCC4=CC(=O)CC[C@@]43C)[C@@H]1CC[C@@H]2C(=O)CO	nt	0.7	1.9	9	-1.1	-2	61	2	0
O=C(COc1ccc(Nc2ccccc2)cc1)OCC(=O)N1CCCCC1	-11	-0.87	2.0	12	1.9	8	0.8	-13	9
O=C(/C=C/c1ccco1)Nc1ccc2nc3n(c(=O)c2c1)CCCC3	6	0.024	-1.2	17	-2.8	2	1.0	0	-7
CCCn1nc2cc(C(=O)N(CC)c3ccc(OC)cc3)ccc2c1OCC	-6	-0.56	0.3	i	1.9	-13	0.4	-14	4
CCOCCCNC(=O)C(c1ccccc1)N(Cc1cccs1)C(=O)c1ccccc1O (stereo unspecified)	-19	-1.4	0.7	-3	1.0	3	0.2	-11	nt
Cc1ccc(N2C(=O)c3cccc4c(Oc5ccccc5[N+](=O)[O-])ccc(c34)C2=O)c(C)c1	-7	-1.1	0.5	7	1.0	-3	2.4	0	-3
Cn1nnnc1SCCNC/C=C/c1ccccc1	4	nt	1.2	4	-2.4	-5	0.2	-3	6
CN(CC(=O)NC1CCCCCC1)S(=O)(=O)c1ccc2c(c1)n(C)c(=O)c(=O)n2C	-4	nt	0.5	-14	-0.5	10[fluorescence artefact?]	0.6	-18	8
COC(=O)C1=C(C)OC(N)=C(C#N)C1c1cc2cc(C)ccc2nc1Cl (stereo unspecified)	3	0.053	0.2	-50	-0.6	-2	7.5	-4	2
[O-]/[N+](=C/c1ccc(F)cc1)c1ccccc1	-11	nt	1.2	11	-2.7	4	0.1	-15	3
N#CCN1CCN(CC(=O)Nc2cccc3ccccc23)CC1	-13	-0.094	0.6	-15	-0.8	3	0.1	4	-1
Cc1nn(CC(=O)Nc2ccc3c(c2)oc2ccccc23)c(=O)c2ccccc12	-19	0.22	0.7	19	-4.5	5	1.6	4	nt
CCOc1cccc(NC(=O)CSc2nc(C)c3c(c2C#N)CCCC3)c1	0	1.5	0.7	20	-0.1	-3	0.1	-10	-2
CC(C)(C)NC(=O)CSC(=Nc1ccccc1F)NC#N	nt	-0.32	0.0	28	-2.1	-4[fluorescence artefact?]	1.4	4	0
Cn1c(=O)[nH]c(=O)c2c1nc(N1CCN(CCO)CC1)n2CCSc1nc2ccccc2s1	-7	0.21	-0.7	-10	0.6	6	1.4	-1	6
NNC(=O)c1csc(COc2cc(Cl)cc(Cl)c2)n1	-8	0.2	-1.9	28	-0.3	-3	1.5	9	0
O=C(COC(=O)c1ccc2c(=O)n3c(nc2c1)CCC3)Nc1ccccc1F	nt	-0.51	-1.1	-2	1.4	2	0.6	-28	nt
CC12CN(C(=O)c3ccc(Cl)cc3)C3(C#N)CC1CCC23C (stereo unspecified)	-7	nt	-0.5	37	0.0	-1[fluorescence artefact?]	0.8	6	-3
O=C1/C(=C/c2ccsc2)N2CCC1CC2	-12	0.47	-0.2	23	2.0	-1	-1.5	-3	-7
CC(=O)Nc1nnc(-c2ccccn2)o1	-12	0.45	0.3	-42	0.8	-1	-0.7	-10	-1
CCCOC(=O)/C(=C\c1ccc([N+](=O)[O-])o1)NC(=O)c1ccccc1	2	0.51	-0.1	-3	-3.5	-1	-0.7	-10	-6
O=[N+]([O-])c1cccc(-c2nnc3c4ccccc4c4ccccc4n23)c1	-12	-0.76	0.2	6	-8.4	14[fluorescence artefact?]	0.5	-3	1
CCOC(=O)c1ccc2c(c1)NC(=O)C(N1CCN(c3ccc(OC)cc3)CC1)S2 (stereo unspecified)	-8	0.34	1.2	-24	-5.0	-4	1.2	11	-7

Look-ups from the entries so far.
m-calpain inh result of CC12CN(C(=O)c3ccc(Cl)cc3)C3(C#N)CC1CCC23C (stereo unspecified) stands at 37
m-calpain inh result of CC(=O)Nc1nnc(-c2ccccn2)o1 stands at -42
PERK inh result of CC(C)(C)NC(=O)CSC(=Nc1ccccc1F)NC#N stands at 0.0

2 of the compounds above, with bars between the fields:
Molecule | Mdm2 ligase inh | Cl transport mod | PERK inh | m-calpain inh | TNF necrop inh | eIF4E 4G PPI | zVAD death inh | EBV gp42 block | Rad51 HR inh
CCOc1cccc(NC(=O)CSc2nc(C)c3c(c2C#N)CCCC3)c1 | 0 | 1.5 | 0.7 | 20 | -0.1 | -3 | 0.1 | -10 | -2
CC(C)(C)NC(=O)CSC(=Nc1ccccc1F)NC#N | nt | -0.32 | 0.0 | 28 | -2.1 | -4[fluorescence artefact?] | 1.4 | 4 | 0

Next part.
SMILES	Mdm2 ligase inh	Cl transport mod	PERK inh	m-calpain inh	TNF necrop inh	eIF4E 4G PPI	zVAD death inh	EBV gp42 block	Rad51 HR inh
Nc1nc(-c2ccccc2)c(-c2ccc([N+](=O)[O-])cc2)s1	-8	1.3	-0.4	16	-4.2	1	12	-15	-145
Cc1ccn2cc(CCNS(=O)(=O)c3ccc4c(c3)CCCC4)nc2c1	nt	-1.8	-0.8	33	4.3	-1	-0.3	-6	-2
COc1ccc(NC(=S)NC(C)c2ccncc2)cc1OC (stereo unspecified)	-2	nt	1.0	9	0.0	3	-0.2	-10	nt
O=C1C(Cl)=C(N2CCOCC2)C(=O)N1c1ccccc1Cl	-22	-0.15	2.8	14	-0.2	-9	0.2	9	-4
CCOc1cc(C(=O)NCCOC)ccc1OC	-4	-0.1	0.5	-10	0.8	1	-1.1	-3	nt
